Assay outcomes: PubChem, Southern Research Specialized Biocontainment Screening Center
M. tuberculosis HTS: M. tuberculosis growth inhibition, HTS (AID 449762); inhibition, % at 25 µM; hits with a dose series show IC50 in µM; M. tuberculosis H37Rv growth inhibition, 7H9 media; higher % means a stronger effect; 330,000 tested, 0.59% active; in the data active means a potency from the dose series; inconclusive means inhibition above about 70% without an active follow-up result;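 further: bacterial growth assessed after seven days of incubation; strong numbers were not always called active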
PhoP GFP inhibition: PhoP regulon inhibitors, Salmonella typhi PhoP promoter GFP reporter, confirmatory (AID 1850). Salmonella Typhi PhoP-promoter GFP reporter, fluorescence, 4 h; higher % means a stronger effect. one-dose inhibition, % at 50 µM; IC50 in µM for titrated hits. 310,000 tested, 0.33% active; in the data active means a potency from the dose series; inconclusive means inhibition mostly from about 25% at the one dose, without a potency; inactive means the rest, 99 in 100 with inhibition below about 19%;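 further: 0% = induced wells with vehicle and 100% = uninduced wells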
M. tuberculosis: growth inhibition of non-replicating M. tuberculosis (AID 488890) | Mycobacterium tuberculosis non-replicating, growth inhibition; higher % means a stronger effect | inhibition, % at 25 µM; hits with a dose series show IC50 in µM | 320,000 tested, 0.39% active; in the data active means a potency from the dose series; inconclusive means inhibition mostly from about 82% at the one dose, without a potency; inactive means the rest, 99 in 100 with inhibition below about 76%;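 further: plate controls were DMSO cells for no effect and high antibiotic wells for full effect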
inhibitors of VEEV: inhibitors of VEEV TC-83 cytopathic effect, confirmation, Vero cells (AID 588727) | Vero cells, VEEV TC-83 cytopathic effect inhibition; higher % means a stronger effect | inhibition, % at 20 µM; hits with a dose series show IC50 in µM | 350,000 tested, 0.13% active; in the data active means a potency from the dose series; inconclusive means inhibition mostly from about 14% at the one dose, without a potency; inactive means the rest, 99 in 100 with inhibition below about 12%; further: strong numbers were not always called active
H1N1 NS1A inhibition: H1N1 influenza NS1A inhibitors, functional cell based assay (AID 504329). inhibition, % at 12.5 µM; hits with a dose series show IC50 in µM. NS1A functional cell-based assay, percent inhibition; higher % means a stronger effect. 340,000 tested, 0.3% active; in the data active means a potency from the dose series; inconclusive means inhibition above about 27% without an active follow-up result; further: strong numbers were not always called active
inhibitors of VEEV 10K pilot screen: recorded beside inhibitors of VEEV, whose call it bears; inhibition, %; measured here: 10K pilot screen inhibition
* hit, by the source's call; i = inactive; ? = inconclusive; nt = not tested or not shown; & = joins results of further samples.

SMILES	M. tuberculosis HTS	PhoP GFP inhibition	M. tuberculosis	inhibitors of VEEV	H1N1 NS1A inhibition	others
CCN1CCN(S(=O)(=O)c2ccc3ccccc3c2)CC1	-3%	8%	0%	i	-8%
Cc1cc(C)nc(/N=C(\N)N(Cc2ccccc2)Cc2ccccc2)n1	1%	7%	22%	i	-10%	inhibitors of VEEV 10K pilot screen=0.0
Cc1ccc(/C=N/NC(=O)c2nnn(-c3nonc3N)c2CNc2ccccc2)cc1	0%	4%	2%	0.4%	-13%
O=C(Oc1ccc(C(=S)N2CCOCC2)cc1)c1ccccc1	6%	-2%	73%	1.3%	10%
O=C(O)C1CCCCC1C(=O)Nc1cccc(Cl)c1Cl (centres undefined)	-2%	12%	17%	i	12%
COc1ccc(CNC(=O)CCNS(=O)(=O)c2cccc3nsnc23)cc1	0%	-4%	-9%	i	-7%
O=C(CCNC(=O)N1CC(=O)Nc2ccccc21)NCc1cccc(Cl)c1	3%	-4%	9%	1.7%	-2%
Cc1csc(NC(=O)CSc2nnc(CCNC(=O)c3ccc(Cl)c(Cl)c3)n2C)n1	-6%	-2%	-1%	9.8%	-4%
COc1ccccc1NC(=O)Nc1ccc(C(N)=O)cc1	3%	-8%	8%	i	6%
CCCNC(=O)c1cc(S(=O)(=O)N2CCc3ccccc32)cn1C	0%	5%	11%	i	-3%	inhibitors of VEEV 10K pilot screen=0.1
COC(=O)c1ccc(CNC(=O)CCC(=O)N2CCOCC2)cc1	5%	nt	6%	0.5%	8%
O=C(Cc1ccccc1)Nc1nnc(-c2ccco2)o1	0%	6%	-5%	i	-8%
CC(C)c1ccc(/C=C/c2[nH]c(=O)[nH]c(=O)c2[N+](=O)[O-])cc1	-2%	2%	36%	0.1%	-1%
C#CCOC(=O)C[N+](C)(C)C/C=C/c1ccccc1	-4%	1%	-11%	0.7%	4%
COc1cccc(/C=C/C(=C2/C(=O)N(c3ccccc3)N=C2C)c2ccccc2)c1OC	9%	-10%	5%	i	2%
CCCC(=O)Nc1ccc(NC(=O)c2ccco2)cn1	-4%	1%	-6%	1.5%	-3%
CCOc1ccc(C2CC(c3ccc(OC)cc3)n3ncnc3N2)cc1 (centres undefined)	0%	-12%	54%	0.0%	2%
COc1cccc(/C(O)=C2/C(=O)C(=O)N(CCN3CCOCC3)C2c2cccnc2)c1 (centres undefined)	-12%	-2%	-7%	2.6%	1%	inhibitors of VEEV 10K pilot screen=0.1
C=CCOc1cccc(C(=O)N2CCC(CCC(=O)NC3CC3)CC2)c1	-4%	-1%	0%	1.8%	-7%
COC(=O)C1=C(C)N(CCc2c[nH]c3ccccc23)C(=O)C1	-2%	-7%	17%	3.8%	2%
Cc1[nH]n(-c2ncc(-c3ccc(Cl)cc3)s2)c(=O)c1C(c1ccc(Cl)cc1)C(C#N)C#N (centres undefined)	6%	5%	5%	2.1%	4%
Cc1ccc2c(c1)N(C(=O)CCC(=O)NC1CCCCCC1)CCO2	-8%	2%	-2%	0.6%	1%
CCOc1ccc(CCNC(=O)CCNC(=O)c2ccccc2Cl)cc1OCC	-3%	-5%	10%	5.4%	8%
CC(C)n1c2ccccc2c2nc3ccccc3nc21	-2%	8%	0%	8.4%	-31%
O=C(c1ccccc1)C(CCc1ccccn1)CCc1ccccn1	nt	nt	nt	1.1%	-6%
N#Cc1c(-c2ccccc2)nc(SCc2cccc(Cl)c2)[nH]c1=O	-5%	-14%	20%	2.8%	-21%
CC1CN(S(=O)(=O)c2cccc(C(=O)OCc3cc(=O)oc4cc(O)ccc34)c2)CC(C)O1 (centres undefined)	-5%	-10%&-2%	16%	6.3%	-1%
CCOc1ccc(NC(=O)CN2CCN(S(=O)(=O)c3ccc(Cl)cc3)CC2)cc1	1%	5%	12%	3.3%	-6%
COc1ccccc1OCCNC(=O)c1cccc(S(=O)(=O)N2CCN(Cc3ccccc3)CC2)c1	0%	nt	24%	6.6%	-3%
O=C1c2cccc3cccc(c23)C(=O)N1CCN1CCN(CC(O)COc2ccccc2)CC1 (centres undefined)	66%	-2%	?	i	2%
O=C1N/C(=N/NC(=O)c2cccc3ccccc23)S/C1=C\c1ccccc1OCc1ccccc1	nt	nt	nt	7.0%	3%
O=C(CSc1ccc2nnc(CCNS(=O)(=O)c3ccccc3)n2n1)Nc1nc2ccccc2s1	-9%	-3%	21%	2.7%	-4%
COc1ccc(OCC(=O)Nc2ccc(N3CCN(Cc4ccccc4F)CC3)cc2)cc1	1%	-1%	-1%	1.1%	-4%
Cc1ccccc1N1CCN(C2=NC(=O)/C(=C/c3cn[nH]c3-c3ccccc3)S2)CC1	7%	7%	0%	0.1%	-2%
CCN1CCN(C(=O)c2ccccc2NS(=O)(=O)c2ccc(Cl)cc2)CC1	7%	3%	14%	1.1%	-15%
Cc1ccc([N+](=O)[O-])cc1NC(=O)C(Sc1ccccc1)c1ccccc1 (centres undefined)	9%	-3%	-28%	i	-5%
CN(C)S(=O)(=O)c1ccc(C(=O)Nc2cc(S(=O)(=O)Nc3ccccc3Cl)ccc2N2CCCCC2)cc1	-9%	-9%	44%	0.5%	23%
Cc1cc(=O)c2c(o1)C(=O)c1occc1C2=O	nt	nt	nt	1.3%	-4%
Cc1noc(C(=O)N(C)c2ccccc2)c1Cl	13%	-6%	-7%	0.6%	-10%
CCC(C)n1c(SCC(=O)NC2CCS(=O)(=O)C2)nc2ccccc2c1=O (centres undefined)	-3%	7%	-9%	6.1%	-4%
O=C(N/N=C/c1ccc[nH]1)c1ccc(Cl)cc1	5%	-5%	3.9µM*	0.4%	7%
O=C(/C=C/c1ccc(Cl)cc1)OCC(=O)c1ccc[nH]1	1%	nt	35%	1.0%	-4%
CCN(CC(=O)NCc1cccs1)S(=O)(=O)c1ccccc1Cl	-9%	7%	-3%	0.9%	-1%
Cc1cccc(CC2CC(=O)N(c3ncccn3)C2=O)c1 (centres undefined)	-1%	10%	11%	i	5%
COc1cccc(C(=O)OCCN(C)C(C)(C)C)c1	-4%	3%	-9%	nt	nt
C=C(C)CNC(=S)NNC(=O)c1ccncc1	?	-14%	65%	1.0%	10%
CN(C(=S)Nc1ccc(F)cc1)C(c1ccccc1)c1ccccc1	6%	0%	1%	4.0%	-20%
COc1cccc(-c2sc3ccccc3c2-c2ccc(OCCN(C)C)cc2)c1	?	nt	?	i	18%
Cc1ccc(N(CC(=O)Nc2c(C)n(C)n(-c3ccccc3)c2=O)S(C)(=O)=O)c(C)c1	2%	5%	nt	1.4%	0%
Cc1ccc2c(CN(C)Cc3ccc(Cl)cc3)cc(=O)oc2c1	9%	2%	44%	i	-11%
Nc1cc(=O)[nH]c(SCC(=O)N2CCc3ccccc3C2)n1	-4%	5%	0%	i	-5%
CCc1cc(CNC(=O)CC2C(=O)NCCN2Cc2c(F)cccc2Cl)on1 (centres undefined)	-7%	10%	-10%	6.4%	-6%
CS(=O)(=O)N(CC(=O)NCc1ccncc1)c1cc(Cl)ccc1Cl	-4%	0%	-14%	0.9%	-2%	inhibitors of VEEV 10K pilot screen=1.0
CCC(=O)Nc1ccc(-c2ccc(N3CCCCC3)nn2)cc1	1%	5%	27%	6.8%	-5%
COC(=O)N[C@@H]1C[C@H]2[C@@H]3CC[C@H]4C[C@@H](OC)CC[C@]4(C)[C@H]3CC[C@@]12C	-7%	nt	-5%	3.9%	-5%
COc1ccc(S(=O)(=O)NC(C(=O)OCC(=O)Nc2ccc(N3CCOCC3)cc2)C(C)C)cc1 (centres undefined)	nt	nt	nt	2.3%	2%
CC(C)C(OC(=O)c1cccc(S(=O)(=O)NCC(F)(F)F)c1)C(=O)NC(N)=O (centres undefined)	0%	-4%	1%	i	3%
COc1ccc(C2C(C(C)=O)=C(O)C(=O)N2c2nccs2)cc1 (centres undefined)	-1%	-5%	-1%	0.5%	-7%
c1ccc(N2CCN(c3nc4cc5c(cc4s3)OCCO5)CC2)cc1	6%	7%	14%	1.8%	-4%
COc1cccc(-c2nc(-c3ccccc3)[nH]c(=O)c2C#N)c1	?	-6%	63%	2.4%	-3%

Next section
SMILES	M. tuberculosis HTS	PhoP GFP inhibition	M. tuberculosis	inhibitors of VEEV	H1N1 NS1A inhibition	others
O=[N+]([O-])c1cc2c(c(CSc3nnnn3-c3ccc(O)cc3)c1)OCOC2	9%	-6%	32%	i	-3%
CC1C/C(=N/NC(=O)c2cccs2)CC(C)(C)C1 (centres undefined)	-11%	0%	?	0.2%	3%
Cc1ccc(-c2csc3ncnc(-n4nc(C)cc4N)c23)cc1	-1%	-6%	22%	0.6%	4%
CCOC(=O)C1CCN(C(=O)c2ccccc2NC(C)=O)CC1	4%	3%	-16%	0.5%	1%
C/C(=N/NC(=O)CN1CCN(Cc2ccccc2)CC1)c1ccc([N+](=O)[O-])cc1	2%	13%	4%	5.1%	2%
CSc1ccc(CN(C)C(=O)CNC(=O)CNS(=O)(=O)c2ccc(C)c(C)c2)cc1	-8%	11%	14%	i	7%
Fc1ccc2cnc(C3=CCCCC3)cc2c1	1%	nt	13%	1.3%	-1%	inhibitors of VEEV 10K pilot screen=5.6
COc1ccc(C(=O)Nc2cc3c(oc2=O)CCCC3=O)cc1	-4%	-5%	-8%	1.6%	3%
CCc1[nH]nc2c1C(c1ccc(Br)s1)C(C#N)=C(N)O2 (centres undefined)	-4%	4%	20%	11%	-4%
COC(=O)C1=C(c2cc3ccccc3o2)C[C@@H]2CC[C@H]1N2C(=O)NCc1ccccc1	4%	-7%	20%	1.0%	5%
CCN(C[C@H]1N[C@@](CC)(C(=O)OC)[C@H]2C(=O)N(C)C(=O)[C@@H]12)C(=O)c1ccc(F)cc1	-4%	nt	-14%	0.6%	2%
COc1ccc(Nc2nc(NCCO)nc(N3CCCC3)n2)cc1	0%	6%	-10%	1.2%	7%	inhibitors of VEEV 10K pilot screen=1.5
C[C@H](CO)N1C[C@H](C)[C@@H](CN(C)C(=O)Nc2ccc(C(F)(F)F)cc2)Oc2c(NS(=O)(=O)c3ccc(F)cc3)cccc2C1=O	-2%	nt	11%	3.6%	-1%
Cn1c(=O)[nH]c(=O)c2c1nc([N+](=O)[O-])n2Cc1ccccc1	?	3%	4.6µM*	i	11%
O=C(O)c1cc(-c2ccc(/C=C3/SC(=S)N(Cc4ccccc4)C3=O)o2)ccc1Cl	nt	nt	nt	1.3%	23%
Cc1ccc(NC(=O)COC(=O)CCOc2ccccc2C)cc1	6%	2%	71%	0.2%	1%
O=C(COC(=O)/C=C/c1ccc(F)cc1)Nc1cccc(S(=O)(=O)N2CCCC2)c1	2%	0%	18%	2.4%	-10%
COc1ccc(NC(=O)CN(C)C(=O)CCCc2nc3ccccc3s2)cc1	2%	3%	14%	2.2%	-9%
CCCCN(CC)CCNC(=O)CNC(=O)Cn1ccc2ccccc2c1=O	-2%	4%	-4%	0.3%	12%
O=c1nc(/C=C/c2cc([N+](=O)[O-])ccc2Cl)cc(C(F)(F)F)[nH]1	3%	9%	?	7.8%	-2%
COc1cc(N)c2ncccc2c1Br	nt	nt	nt	i	-6%
Cc1ccc(C(=O)NCC(=O)OCC(=O)Nc2ccccc2[N+](=O)[O-])cc1	3%	-7%	0%	i	3%
CCc1nc2cccnc2n1-c1ccc(CC(=O)O)cc1	-1%	-8%	-4%	i	-1%
CN1C(=O)CC(C(=O)O)SC1=Nc1ccc(F)cc1 (centres undefined)	-1%	18%	-1%	0.4%	-14%
CC(=O)Nc1sc(/C(C#N)=C/c2ccc(Cl)c(Cl)c2)nc1-c1ccc(C)cc1	nt	nt	nt	i	-3%
